Assay outcomes deposited in PubChem BioAssay by several laboratories.
HGIII-sPLA2 inh – Blocks human group III sPLA2 activity; Q9NZ20; QFRET BODIPY PC-A2 liposome hydrolysis, fluorescence; inhibition, % at 12.2 µM; hit rate 0.56% among 370,000;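 active = inhibition above mean plus 3 SD of compounds lying within the high and low control bounds, cut at about 19% in these data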;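 note: 0% = median of test compound wells and 100% = no enzyme DMSO wells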
NR1D1 modulator – modulators of human Rev-erb alpha DNA binding. P20393. Rev-erbα–FITC-DNA binding, fluorescence polarization, 90 min. activity, % at 10 µM. hit rate 0.79% among 370,000;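 active = activity above about 14%, limit read from the data; passing the limit was not always enough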;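 note: 0% = DMSO wells with 35 nM protein and 100% = DMSO wells with 750 nM protein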
PLC-gamma1 inh – PLC-gamma1 (human) inhibition, primary screen; P19174; purified PLC-gamma1, fluorogenic substrate, fluorescence; inhibition, % at 12.2 µM; hit rate 0.84% among 370,000; AID 720700; in the data active = inhibition above about 9.5%
DDE Tn6 FP inh – DD(E)-Tn6 binding inhibition, primary FP screen | AID 720509 | inhibition, % at 8.3 µM | P02675 | hit rate 0.21% among 370,000 | Fibrin DD(E) TRITC-Tn6 fluorescence polarization displacement;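 active = inhibition above a per-campaign cutoff: mean of compounds within control limits plus 3 SD, cut at about 15% in these data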;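 note: 0% = median of all compound wells on the plate and 100% = blocking peptide control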
PLCb3 inh – inhibitors of human phospholipase C beta3; Q01970; Purified PLC-beta3, fluorogenic substrate, fluorescence; inhibition, % at 12.2 µM; hit rate 0.18% among 370,000; in the data active = inhibition above about 11%;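 note: 0% = median of compound wells on plate and 100% = full blocker control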
Tn7 DDE FP – disrupts Tn7 cyclic peptide binding to fibrin D-Dimer-E complex. FP displacement of FITC-Tn7 peptide from fibrin DD(E); 0% = median of compound wells per plate. hit rate 0.13% among 370,000. P02675. inhibition, % at 8.3 µM;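 active = inhibition above the mean of compounds falling within the control limits plus 3 SD of them, cut at about 14% in these data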;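 note: 0% = plate median of compound wells and 100% = 10 µM Aha-Tn7 peptide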
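System: human fibrin DD(E); quantity: Fibrin-DD(E) at 2 µM final; also added: fluorescent Tn7 probe at 0.1 µM; compound dosing: single nominal test concentration of 8.3 µM per compound; schedule: 10 min preincubation, 3 h with tracer, room temperature; detection: fluorescence polarization of the labelled Tn7 tracer; repeats: one replicate per compound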
UHRF1 binding – human UHRF1 methylated DNA binding inhibitors; AID 687016; hit rate 0.75% among 370,000; UHRF1 binding to methylated oligo, TR-FRET; Q96T88; inhibition, % at 4.4 µM; in the data active = inhibition above about 21%;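 note: UHRF1 SRA domain binding a hemimethylated CpG hairpin DNA probe; 0% = median of test compound wells and 100% = reference inhibitor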
Target sequence (Q96T88 whole entry, looked up, the tested form may be a part): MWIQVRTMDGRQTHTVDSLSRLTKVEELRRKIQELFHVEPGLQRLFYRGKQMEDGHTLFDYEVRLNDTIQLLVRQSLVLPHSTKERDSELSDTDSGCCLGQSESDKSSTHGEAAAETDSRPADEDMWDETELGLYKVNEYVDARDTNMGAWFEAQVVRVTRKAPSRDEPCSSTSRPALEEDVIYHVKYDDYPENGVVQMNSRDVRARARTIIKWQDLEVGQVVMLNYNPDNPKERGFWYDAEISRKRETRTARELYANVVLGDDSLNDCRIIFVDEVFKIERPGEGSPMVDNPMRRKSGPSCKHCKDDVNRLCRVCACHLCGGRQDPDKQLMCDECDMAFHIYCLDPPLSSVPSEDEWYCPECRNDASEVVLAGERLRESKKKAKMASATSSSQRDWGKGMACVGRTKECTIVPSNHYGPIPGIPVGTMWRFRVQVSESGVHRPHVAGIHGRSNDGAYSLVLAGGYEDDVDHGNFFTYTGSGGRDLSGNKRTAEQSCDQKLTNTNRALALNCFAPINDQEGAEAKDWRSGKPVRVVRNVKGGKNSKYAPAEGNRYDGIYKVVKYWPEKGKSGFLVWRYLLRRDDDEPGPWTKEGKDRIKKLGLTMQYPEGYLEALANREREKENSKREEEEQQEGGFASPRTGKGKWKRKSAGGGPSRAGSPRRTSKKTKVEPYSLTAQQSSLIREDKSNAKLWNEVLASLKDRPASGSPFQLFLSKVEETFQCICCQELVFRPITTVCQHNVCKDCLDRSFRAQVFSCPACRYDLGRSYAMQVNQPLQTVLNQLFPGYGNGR
ASAP1 inh – ASAP1 ArfGAP inhibition | Q9ULH1 | ASAP1-stimulated ARF1 GTP hydrolysis, GDP FP detection | inhibition, % at 16.5 µM | hit rate 0.19% among 360,000; in the data active = inhibition above about 25%;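 note: 0% = vehicle with enzyme and substrate and 100% = no enzyme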
ARFGAP1 inhibitor – inhibits rat ARF GTPase activating protein 1; AID 651572; inhibition, % at 16.5 µM; hit rate 0.26% among 360,000; Q62848; Arfgap1-stimulated ARF1 GTP hydrolysis, GDP FP detection;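 active = inhibition above a per-plate limit, mean inhibition of low control wells plus 3 SD, cut at about 25% in these data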;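 note: 0% = DMSO wells with enzyme and 100% = wells lacking Arfgap1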
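Material: rat Arfgap1 GAP domain (His6, aa 1-136), purified enzyme. Also added: human ARF1(Δ1-17)-GTP substrate. Compound dosing: 16.5 µM single point, 1.26% DMSO. Timing: enzyme reaction 120 min at 25 °C after 20 min preincubation. Signal: GDP detection by fluorescence polarization. Read-out basis: percent inhibition of GAP-stimulated GDP formation, scaled between DMSO and no-Arfgap1 medians.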
KLK7 zymogen act – activates the human kallikrein-7 zymogen | hit rate 0.9% among 370,000 | P49862 | purified proKLK7, EDANS-DABCYL substrate fluorescence; 100% is mature enzyme control, 0% vehicle | activation, % at 7 µM | AID 652039;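 active = activation above the mean of all tested compounds plus 3 SD, computed per campaign excluding outliers beyond control limits, cut at about 13% in these data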
Target sequence (P49862 whole entry, looked up): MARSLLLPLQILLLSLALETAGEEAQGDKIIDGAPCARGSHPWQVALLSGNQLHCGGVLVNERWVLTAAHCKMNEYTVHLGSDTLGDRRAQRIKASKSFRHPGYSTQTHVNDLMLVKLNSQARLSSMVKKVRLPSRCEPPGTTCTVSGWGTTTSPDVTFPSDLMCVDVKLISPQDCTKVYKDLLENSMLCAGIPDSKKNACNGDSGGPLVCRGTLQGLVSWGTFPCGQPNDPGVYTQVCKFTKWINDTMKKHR
Numbers without * were called inactive; i = inactive; · = not tested or not shown. Random draw from the library. About 4.5% of those tested had a hit in this group.

SMILES	HGIII-sPLA2 inh	NR1D1 modulator	PLC-gamma1 inh	DDE Tn6 FP inh	PLCb3 inh	Tn7 DDE FP	UHRF1 binding	ASAP1 inh	ARFGAP1 inhibitor	KLK7 zymogen act
CC(C)Cn1cnc2c(c(-c3ccccc3)c(-c3ccccc3)n2Cc2ccco2)c1=N	4	-2	1	-3	-3	-13	-1	1	17	-0.5
COCCn1cnc2cc(C)c(C)cc21	-1	4	-1	5	0	-4	2	5	-6	0.4
Clc1ccc(/C=N/Nc2ncnc3nc[nH]c23)cc1	2	-2	-1	3	-2	0	0	8	-4	-0.3
CC(C)(C)SCCNC(=O)c1ccc(Cl)c([N+](=O)[O-])c1	7	-1	1	3	4	1	1	-4	12	0.6
COC(=O)[C@]12C[C@H](CC(=O)NCC34CC5CC(CC(C5)C3)C4)C(=O)N(Cc3cccc4ccccc34)C1=C[C@H](C1CCCC1)O[C@@H]2C	-4	-3	-1	-7	-1	0	-3	·	·	0.3
N=c1c2c(ncn1CCN1CCOCC1)Oc1cc(O)ccc1C2c1ccccc1 (stereo not drawn)	-2	7	1	3	-9	-2	7	6	-2	-0.4
CC1CCN(C(=O)c2cccc(NC(=O)c3cccs3)c2)CC1	-1	3	5	0	-2	-7	-2	-1	12	0.7
CC(C)(C)c1cc(P(=O)(c2ccccc2)c2ccccc2)ccc1O	-20	-3	2	-2	-6	4	-4	-6	4	0.3
COc1cccc(N=C2NC(=O)/C(=C/c3cc([N+](=O)[O-])ccc3O)S2)c1	-10	10	-16	6	-23	-11	-3	-13	8	0.1
COc1ccc(NC(=S)N(CCN2CCCCC2)Cc2ccco2)cc1	10	-5	-1	-2	-6	-1	3	-3	5	-0.1
O=C(COC(=O)c1cncc(Br)c1)NCc1ccco1	-6	-11	1	3	-6	2	44*	0	4	-0.1
Nn1c(SCC(=O)Nc2ccc3c(c2)OCO3)nnc1-c1cccc(Cl)c1	-2	-15	0	1	1	9	-3	-7	2	0.2
O=c1cc(-c2ccccc2)oc2cc(O)cc(O)c12	-27	-3	7	-7	8	3	-10	0	-2	-0.3
CCCCn1nnnc1C(c1cccc(OC)c1OC)N1CCN(C/C=C/c2ccccc2)CC1 (stereo not drawn)	-17	5	3	-2	2	-8	3	13	-4	1.2
CC(=O)Nc1c(F)c(F)c(F)c(F)c1F	7	0	0	-15	-1	3	-2	0	3	0.1
C=CCOc1ccccc1C1NC(=O)NC(C)=C1C(=O)NCc1ccccc1 (stereo not drawn)	0	0	-4	-4	-4	-1	-5	7	-7	0.3
N#Cc1cccc(C#N)c1Oc1ccc(N)cc1	2	-3	2	12	-2	-4	3	1	-2	-0.4
CCN(CC)C(C)C(=O)NCC1(c2ccccc2)CCOCC1 (stereo not drawn)	1	1	7	4	2	-3	0	3	1	-0.4
CC(=O)c1ccc(C(=O)N2CCCC(Nc3ccccc3)C2)s1 (stereo not drawn)	2	-1	-4	-4	-5	-7	2	1	12	0.2
Cc1cccc(C2=NN(c3ccccc3)[C@H](CO)[C@H]2c2ccc(Cl)cc2)c1	-10	-7	i	-1	i	-15	0	-4	12	-162
Cc1cc(OCCn2cnc3ccccc3c2=O)cc(C(C)C)c1	1	6	3	4	3	-2	11	4	0	-0.2
Cc1nc(-c2cccc(NC(=O)COc3ccc(Cl)cc3)c2)cs1	-22	8	3	-11	-8	0	-1	10	15	0.2
Cc1cc(C)c(OCC(=O)OCC(=O)NCc2cccs2)c(C)c1	-2	4	-4	-2	0	-9	-4	10	4	-0.5
CC1(C)Cc2nc(-c3ccccc3)nc(SCC(=O)N3CCOCC3)c2CO1	3	-5	1	2	-2	-2	-1	-11	7	0.8
COC(=O)c1sc(OC)cc1OCc1ccc(C)cc1	-2	4	-1	-3	-11	1	2	-1	-5	0.3
CCOc1ccc(NC(=O)CSc2nnnn2CC(=O)O)cc1	-4	-2	3	6	3	7	5	15	-2	-0.4
CCOc1cc(C(=O)NC(C)CC)cc(OCC)c1OCC (stereo not drawn)	-3	9	-1	-2	1	-3	27*	-4	-2	0.3
Cc1cccc(NC(=S)NNC(=O)c2nn(C)cc2Cl)c1	37*	1	0	-5	-4	1	-1	16	1	0.1
COc1ccc([C@H]2CC(=O)C=C(c3cccc4c3sc3ccccc34)C2)cc1OC	1	6	-4	-6	-8	2	-2	9	-4	-0.2
Cc1cccc(NC(=O)NCc2ccccn2)c1	-1	5	0	2	0	0	-1	0	-1	0.5
COc1ccc2nc(C)cc(SCC(NC(C)=O)C(=O)OC(C)C)c2c1 (stereo not drawn)	-3	-3	-17	4	-35	6	2	3	-4	-1.0
Cn1c(=O)c2cc(NC(=O)Nc3cccnc3)ccc2n1-c1ccc(C(C)(C)C)cc1	8	-5	-156	-2	-220	-5	1	-12	4	-2.0
O=C(/C=C/c1ccc([N+](=O)[O-])cc1)Nc1cccc(S(=O)(=O)NC2=NCCCCC2)c1	-12	2	1	2	4	12	-4	-14	1	0.1
CCC(C)c1ccccc1NC(=O)C1CCCO1 (stereo not drawn)	5	-5	-3	2	1	6	2	15	-4	0.3
COC(=O)C1CCN(C(=O)NC2CC(=O)N(c3ccc4c(c3)OCCO4)C2)CC1 (stereo not drawn)	-1	0	-3	-2	-3	-5	-2	-1	4	-0.5
CC(=O)N1CCN(c2ccc(NC(=O)c3ccc([N+](=O)[O-])o3)cc2Cl)CC1	2	1	4	5	-5	0	2	0	4	0.1
Cc1c(C)[n+](=O)c2c(n1[O-])CCCCC2	10	3	8	-5	6	5	1	6	3	-0.5
O=C(NNC(=O)c1ccccc1C(F)(F)F)c1csc(N2CCOCC2)n1	8	3	-2	2	-8	-8	-1	-7	-2	-0.5
COc1ccc(OC)c(S(=O)(=O)N2CCCC(C(=O)NCCN3CCOCC3)C2)c1 (stereo not drawn)	6	3	1	-9	-9	0	-1	-6	-1	-0.5
CCOC(=O)C1=C(C)NC(=S)NC1c1ccco1 (stereo not drawn)	8	-5	-1	-2	-8	-5	4	10	-1	0.2
CCN(CC)S(=O)(=O)c1ccc(C(=O)NCCc2cc3c(OC)ccc(OC)c3[nH]c2=O)cc1	-2	1	-2	-7	-2	-1	-1	11	-5	-0.1
CCN1CCN(c2ccc(S(=O)(=O)N3CCCCC3)cc2NC(=O)/C=C/c2ccc([N+](=O)[O-])cc2)CC1	-10	1	2	2	-19	2	-3	29*	42*	-0.7
O=C(Nc1ccc(SC(F)(F)F)cc1)c1ccccn1	5	0	0	0	1	1	-1	-1	-9	0.0
CCOC(=O)C1=C[C@@H](C(C)(C)C)N(S(=O)(=O)c2ccc([N+](=O)[O-])cc2)[C@H]1c1ccccc1Cl	-6	10	2	-1	1	-3	-1	-2	2	-1.0
COc1ccc(S(=O)(=O)N(CC(=O)NCc2ccccn2)Cc2ccccc2)cc1	0	6	-2	2	-4	-4	0	7	-2	0.3
N=c1n(CC(=O)c2ccc(Br)s2)c2ccccc2n1Cc1ccccc1	-55	1	1	-7	-31	-3	-2	12	-4	0.6
CS(=O)(=O)c1ccc(-c2sc3cc4c(cc3c2C(=O)NN2CCOCC2)OCO4)cc1	-6	-5	i	4	i	2	0	-2	-12	43*
COc1ccc(NC(=O)[C@@H]2CC=C[C@@H]3CCN(Cc4ccc(Cl)c(Cl)c4)C(=O)[C@@H]32)cc1	-10	6	3	-4	-2	1	5	0	10	0.5
CC(C)CN1CCC(CNC(=O)CCc2nnc(Cc3c[nH]c4ccccc34)o2)CC1	9	·	-3	-15	-4	0	4	11	4	0.2
COc1ccc(NS(=O)(=O)c2cc(NC(=O)c3cnccn3)ccc2OC)cc1Br	0	-6	1	0	-5	7	2	-4	13	-0.4
O=C(NCc1ccc(N2CCCC2=O)cc1)Nc1cccc2ccccc12	1	2	4	0	0	-1	-2	-10	-5	0.1
O=C(Nc1cnn(Cc2ccc(Cl)cc2)c1)C1CCCC1	1	-6	5	4	2	12	-7	-1	-3	-0.1
CC(O)(c1cccc(F)c1)c1nc(-c2ccoc2)cs1 (stereo not drawn)	-9	6	-11	4	-11	-1	0	-7	-9	-0.7
CCOC(=O)c1c(C)[nH]c(C(=O)OCCOc2ccccc2C)c1C	-4	1	-2	-4	-4	-2	0	0	16	0.2
Cc1ccc(S(=O)(=O)NCCC(=O)N2CCN(Cc3ccccc3)CC2)cc1	-6	1	3	3	1	3	3	13	2	0.0
CCN(C[C@H]1N[C@@](Cc2ccccc2)(C(=O)OC)[C@H]2C(=O)N(C)C(=O)[C@@H]12)C(=O)C1CCCCC1	2	5	3	7	-2	-2	19	7	-6	0.0
COCc1cc(C)nc(N2CCN(c3ccccc3)CC2)c1C#N	5	-1	-2	1	-6	1	1	0	-1	0.9
O=c1[nH]c(/C=C\c2cccs2)nc(O)c1[N+](=O)[O-]	-1	3	4	-4	1	-6	19	6	2	0.1
O=C(/C=C/c1cccs1)NC1CCS(=O)(=O)C1 (stereo not drawn)	-1	4	0	-4	2	1	-3	5	7	-0.2
O=C(COc1ccc(-c2nnco2)cc1)Nc1c(Cl)cccc1C(F)(F)F	-3	6	-3	-1	0	-1	-2	-1	8	0.1

The results go on.
SMILES	HGIII-sPLA2 inh	NR1D1 modulator	PLC-gamma1 inh	DDE Tn6 FP inh	PLCb3 inh	Tn7 DDE FP	UHRF1 binding	ASAP1 inh	ARFGAP1 inhibitor	KLK7 zymogen act
O=C(O)CN(Cc1ccccc1)S(=O)(=O)c1ccc2c(c1)OCCO2	6	-2	-1	3	-5	0	0	5	-1	0.2
Cc1cc(C)n(CC(=O)Nc2cccc(C(F)(F)F)c2)n1	10	6	1	-2	0	2	3	1	-2	-0.1
COc1ccc(NC(=O)c2ccc3[nH]c(=O)c(=O)[nH]c3c2)c(OC)c1	-1	-5	1	-10	-8	-6	2	-3	5	0.0
COc1cc(Cl)ccc1OC1(C)CCN(Cc2ccc(SC)cc2)C1 (stereo not drawn)	9	3	4	2	-1	5	5	0	-6	-0.5
COc1cc(CCC(=O)NCc2ccc(S(N)(=O)=O)cc2)cc(OC)c1OC	-6	4	2	-6	-4	-5	-2	9	2	0.2
COCCCNS(=O)(=O)c1cccc(S(=O)(=O)c2cccc(S(=O)(=O)NCCCOC)c2)c1	-10	-4	0	-7	1	-2	0	2	9	-0.2

Profiles from above. Order of screens: HGIII-sPLA2 inh	NR1D1 modulator	PLC-gamma1 inh	DDE Tn6 FP inh	PLCb3 inh	Tn7 DDE FP	UHRF1 binding	ASAP1 inh	ARFGAP1 inhibitor	KLK7 zymogen act
CCOC(=O)c1c(C)[nH]c(C(=O)OCCOc2ccccc2C)c1C as listed: -4	1	-2	-4	-4	-2	0	0	16	0.2
O=c1[nH]c(/C=C\c2cccs2)nc(O)c1[N+](=O)[O-] as listed: -1	3	4	-4	1	-6	19	6	2	0.1
